DENV2 CPE rescue – inhibitors of DENV2 cytopathic effect, primary screen, cell-based, plate reader, single concentration; CPE inhibition, % at 9.99 µM; 1.7% of 350,000 active; AID 651640, 2012; DENV2-infected cells, cytopathic effect rescue; in the data active means CPE inhibition above about 20%, passing the limit was not always enough; inconclusive means no clear call, values can overlap the other calls; tested in BHK-21 cells;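 further: 0% = median of neutral control wells and 100% = median of positive control wells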
miR122 inh – miR-122 Renilla sensor signal increase in Huh7, primary screen, miR-122 inhibitor project, cell-based, single point, plate reader | Huh7 miR-122 Renilla luciferase sensor, 48 h; neutral wells = 0, positive control = 100 | activation (reporter increase), % at 12.5 µM | 0.3% of 340,000 active;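 active means mean replicate activation score at least 90 and every replicate individually at or above 90; inconclusive means only one of the two criteria met; inactive means neither criterion met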;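 further: higher luciferase means less miR-122 activity so hits act as miR-122 inhibitors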
SIRT5 inh – SIRT5 desuccinylase inhibitors, primary screen, biochemical, fluorescence imaging, single point, set 5; Purified SirT5, succinyl-peptide AMC, trypsin-coupled fluorescence; 1.1% of 330,000 active; inhibition, % at 15 µM; in the data active means inhibition above about 15%; inconclusive means no clear call, values can overlap the other calls
CFTR F508del cor – F508del CFTR correction, initial screen, CFBE line, single point. AID 720511, 2013. 0.36% of 350,000 active. CFBE cells, YFP halide quenching; stimulated with forskolin plus potentiator P3; % fluorescence drop versus neutral controls. activity (quench increase), % at 7.58 µM;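 active means mean added fluorescence quench of at least 8% versus neutral control, with both replicates also reaching 8%; inconclusive means only one of the mean or replicate conditions met; inactive means mean below 8% and not both replicates reaching 8%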;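 further: cells transiently co-express mutant CFTR-F508del with the halide-sensitive YFP; corrector assay measuring rescue of mutant channel to the surface after 24 h compound exposure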
ERp5 inh – inhibitors of ERp5-driven insulin aggregation, primary screen, biochemical, turbidity, absorbance 650 nm, single point; AID 651711, 2012; 90 min; inhibition, % at 9.99 µM; 0.05% of 350,000 active;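 active means mean replicate inhibition above about 25%, with every replicate also reaching it, limit read from the data, passing the limit was not always enough; inconclusive means only one of those two criteria met; inactive means neither criterion met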
ERAP1 inh – human ERAP1 aminopeptidase inhibitors, primary screen, biochemical, single point, plate reader; 0.15% of 340,000 active; recombinant ERAP1, Leu-AMC fluorescence, 60 min; inhibition, % at 10.7 µM; AID 652197, 2013; Endoplasmic reticulum aminopeptidase 1 (Homo sapiens), Q9NZ08;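 active means mean replicate inhibition of at least 30%, or all replicates individually reaching that 30% level; inactive means mean below 30% and not every replicate reaching it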;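 further: 0% = neutral control wells and 100% = L-leucinethiol positive control wells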
Target sequence (Q9NZ08 whole entry, looked up): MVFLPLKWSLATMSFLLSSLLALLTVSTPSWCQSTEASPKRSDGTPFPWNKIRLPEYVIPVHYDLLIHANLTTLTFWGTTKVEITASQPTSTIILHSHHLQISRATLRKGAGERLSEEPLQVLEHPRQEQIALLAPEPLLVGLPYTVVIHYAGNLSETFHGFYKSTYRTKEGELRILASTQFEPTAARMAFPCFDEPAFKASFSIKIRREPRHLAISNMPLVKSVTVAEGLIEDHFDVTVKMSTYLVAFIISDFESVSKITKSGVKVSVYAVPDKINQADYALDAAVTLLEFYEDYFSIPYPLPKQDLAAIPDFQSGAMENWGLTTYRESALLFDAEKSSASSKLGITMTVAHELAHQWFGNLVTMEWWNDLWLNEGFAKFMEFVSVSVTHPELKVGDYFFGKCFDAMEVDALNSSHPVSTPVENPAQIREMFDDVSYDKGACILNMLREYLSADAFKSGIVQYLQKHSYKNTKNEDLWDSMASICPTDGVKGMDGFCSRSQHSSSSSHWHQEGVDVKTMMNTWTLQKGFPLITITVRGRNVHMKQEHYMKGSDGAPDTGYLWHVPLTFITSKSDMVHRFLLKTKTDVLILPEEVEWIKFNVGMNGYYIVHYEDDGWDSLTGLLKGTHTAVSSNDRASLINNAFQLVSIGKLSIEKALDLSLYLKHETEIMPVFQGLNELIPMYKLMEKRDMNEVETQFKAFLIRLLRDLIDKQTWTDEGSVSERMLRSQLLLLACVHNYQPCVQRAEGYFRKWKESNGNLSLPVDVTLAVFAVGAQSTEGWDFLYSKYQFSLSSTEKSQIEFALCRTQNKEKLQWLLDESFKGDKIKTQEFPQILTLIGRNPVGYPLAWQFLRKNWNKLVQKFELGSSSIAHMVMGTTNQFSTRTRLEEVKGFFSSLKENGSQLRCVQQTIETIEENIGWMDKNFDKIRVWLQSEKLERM
Casp6 inh – human caspase-6 inhibitors, primary screen, biochemical, VEID-R110 fluorescence, single point, set 2 | P55212 | purified caspase-6, Z-VEID-R110 cleavage fluorescence | inhibition, % at 12.5 µM | 0.53% of 350,000 active | AID 686996, 2013;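 active means mean inhibition across replicates at least about 35%, with every replicate also reaching that limit, limit read from the data; inconclusive means only one of the two criteria met; inactive means neither criterion met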;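 further: 0% = median of neutral control wells and 100% = no fluorescence left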
* hit, by the source's call; ? = inconclusive; / = no result given; & = joins results of further samples; [ ] = remark or other dose.

Fields – DENV2 CPE rescue | miR122 inh | SIRT5 inh | CFTR F508del cor | ERp5 inh | ERAP1 inh | Casp6 inh
- CCOc1ccc(-c2nc(CSCC(=O)NCCCN3CCCC3=O)c(C)o2)cc1
    16.7 | 0.8 | 2.1 | 2.2 | 1.0 | -4.6 | 5.2
- C/C=C/c1ccc2c(c1)O[C@H](CN(C)C(=O)c1ccccc1F)[C@@H](C)CN([C@H](C)CO)S2(=O)=O
    -5.0 | 13.6[16.7 µM] | -0.8 | 0.2 | -0.1 | -0.9 | -1.2
- Cc1ccc(NC(=O)C2CCN(S(=O)(=O)c3c(C)n[nH]c3C)CC2)c(C)c1
    -0.5 | -3.5 | -2.7 | -1.8 | -0.7 | 3.5 | 3.1
- C[C@@H]1CCCCO[C@H](CN(C)S(=O)(=O)c2ccccc2)[C@H](C)CN([C@@H](C)CO)C(=O)c2cc(NS(=O)(=O)c3ccc(F)cc3)ccc2O1
    -3.5 | -3.5[16.7 µM] | 8.2 | 0.8 | 4.0 | -0.8 | -1.7
- O=C(c1ccccn1)N1CC2(C1)[C@@H](c1ccccc1)[C@H](CO)N2Cc1ccc(Cl)cc1
    -6.2 | / | 2.0 | 1.4 | 0.4 | -0.2 | 1.1
- C[C@@H]1CN([C@@H](C)CO)C(=O)c2cc(NC(=O)CCCN(C)C)ccc2O[C@@H]1CN(C)Cc1ccc(Oc2ccccc2)cc1
    -3.0 | -2.6[16.7 µM] | -1.6 | -0.7 | -0.4 | 3.0 | -34.3
- O=C(Cc1ccc(-c2ccccc2)cc1)Nc1ccccn1
    4.7 | 10.6 | 0.3 | -0.6 | 4.0 | -3.7 | 2.5
- CCOC(=O)Cc1csc(NC(=O)COc2ccc(C)c(C)c2)n1
    1.6 | / | -1.3 | 2.8 | -0.5 | 3.5 | -0.1
- c1ccc2cc3c(NCCN4CCOCC4)ccnc3cc2c1
    -1.2 | / | -10.3 | 0.9 | 2.8 | 13.6 | 9.9
- Cc1ccc(S(=O)(=O)N(C)C[C@@H]2Oc3ccc(NC(=O)Cc4ccccc4)cc3CC(=O)N([C@H](C)CO)C[C@@H]2C)cc1
    10.9 | -3.7[16.7 µM] | 0.5 | -1.8 | -3.8 | -1.2 | -1.2
- COc1cc(-c2c(NC(=O)c3ccco3)oc3ccc(Cl)cc3c2=O)cc(OC)c1OC
    3.1 | 7.1 | / | -0.6 | -1.3 | -1.0 | -1.1
- CC(=O)CCc1ccc(OCC(O)CNCCOc2ccc(C)cc2)cc1 (stereo not given)
    2.3 | -3.9 | -0.6 | 1.3 | 2.5 | 0.0 | 0.0
- C[C@@H]1CCCCO[C@@H](CN(C)C(=O)CCC(F)(F)F)[C@@H](C)CN([C@H](C)CO)C(=O)c2cc(NS(=O)(=O)c3ccc(Cl)cc3)ccc2O1
    -2.7 | -2.0[16.7 µM] | 6.4 | -0.2 | 3.2 | 2.8 | 1.9
- C[C@@H]1CN([C@@H](C)CO)C(=O)CCCn2nncc2CO[C@@H]1CN(C)C(=O)OCc1ccccc1
    15.4&-0.7&0.5 | -1.9 | -1.8&-1.4&6.0 | -1.4&1.7&-1.9 | -1.9&-1.1&10.9 | -0.8&0.8 | -4.3&0.2&2.2
- CCN(Cc1nc2cc(Cl)ccc2c(=O)[nH]1)C(=O)C1CC(=O)N(c2cccc3ccccc23)C1 (stereo not given)
    -6.6 | -4.5 | 0.9 | 0.1 | 9.9 | 1.6 | 7.2
- N=c1c(C(=O)NC2CCCC2)cc2c(=O)n3ccccc3nc2n1CCCN1CCOCC1
    -2.2 | -3.8 | -7.4 | 1.4 | 0.3 | -63.8 | -7.3
- COc1cccc(C#Cc2ccc3c(c2)O[C@@H](CN(C)C(C)=O)[C@@H](C)CN([C@H](C)CO)S3(=O)=O)c1
    3.4 | -2.2[16.7 µM] | -5.6 | 0.5 | 10.5 | -1.2 | -1.5
- CSc1ccc(/C=C(\NC(=O)c2ccc(C)cc2)C(=O)NN)cc1
    1.2 | 1.3 | -1.0 | -2.5 | 6.4 | 2.1 | -2.1
- COc1ccc(N2C(=S)NC(C)(C)CC2(C)c2ccc(OC(C)=O)cc2OC(C)=O)cc1 (stereo not given)
    -3.1 | / | -6.7 | 1.4 | 5.2 | 1.7 | 4.5
- c1ccc(-c2ccc3cnccc3n2)cc1
    ? | -7.3 | -8.9 | 0.1 | -0.7 | 4.1 | -2.2
- CC(=O)c1sc(Nc2ccc3c(c2)OCO3)nc1C
    -9.5 | -1.5 | -2.0 | -0.5 | 1.6 | 2.9 | -0.7
- C/C(N)=C(/C#N)C(=O)CSc1cc(C)c2ccccc2n1
    5.9 | / | 4.0 | 0.3 | 4.2 | 4.6 | -0.4
- COc1cc(/C=C2/SC(=S)N(Cc3ccccc3)C2=O)ccc1O
    0.2 | / | 1.0 | 5.2 | 6.1 | -2.6 | 3.0
- O=C(Nc1cc(F)ccc1F)N1CCCCN2[C@H](C1)[C@@H](c1ccc(-c3ccccc3)cc1)[C@@H]2CO
    -9.0 | -21.9[16.7 µM] | 11.0 | -8.0 | -0.2 | 0.6 | -0.5
- C[C@@H]1CN([C@@H](C)CO)C(=O)c2cc(NC(=O)C3CCCCC3)ccc2O[C@@H](C)CCCCO[C@@H]1CN(C)C(=O)Nc1ccccc1
    -1.1 | -2.4[16.7 µM] | 1.7 | 0.1 | 3.5 | -2.8 | -2.3
- CCC(=O)N1C[C@@H](C)[C@H](OC)CN(C)C(=O)c2ccc(NC(=O)c3ccno3)cc2OC[C@@H]1C
    -5.0 | / | / | -2.3 | -5.7 | 0.4 | -0.6
- CCOC(=O)N1CCN(C(=O)c2nn(C)c3c2CSc2ccccc2-3)CC1
    -10.1 | -5.4 | -0.8 | 0.4 | -8.7 | 3.5 | -0.3
- Cc1ccc(CN2CCN(Cc3ccccc3)C(CCO)C2)s1 (stereo not given)
    -7.9 | / | -7.7 | / | 5.4 | -5.1 | 4.6
- C[C@@H]1CN([C@H](C)CO)C(=O)Cc2cc(NC(=O)Nc3cccc4ccccc34)ccc2O[C@@H]1CN(C)Cc1ccc(C(=O)O)cc1
    -18.4 | 28.9[16.7 µM] | 2.8 | -1.5 | 2.2 | 2.8 | 6.6
- CCC(=O)Nc1sc(C(=O)Nc2ccccc2F)c(C)c1C(=O)OC
    -6.5 | / | -2.9 | -0.8 | 0.1 | -1.2 | -0.6
- C[C@H](CO)N1C[C@H](C)[C@H](CN(C)Cc2ccc(C(=O)O)cc2)Oc2ccc(NC(=O)C3CCCCC3)cc2C1=O
    -1.1 | -6.5[16.7 µM] | -2.7 | 2.2 | -4.6 | 0.7 | 3.0
- CN(C)C=Nc1c(C(=O)c2ccccc2)sc2nccc(N(C)C)c12
    4.1 | / | 8.4 | 3.9 | 0.5 | 7.8 | 15.6
- Cc1noc(C)c1S(=O)(=O)Nc1ccc2c(c1)C(=O)N([C@@H](C)CO)C[C@@H](C)[C@@H](CN(C)C)OCCCC[C@H](C)O2
    14.0 | 14.8[16.7 µM] | -0.9 | 0.2 | 1.3 | 1.9 | 1.3
- CCN(CC)C(=O)C(=O)c1cccn1-c1cccc(OC)c1C#N
    -7.9 | -7.6 | -0.5 | -3.6 | -3.4 | -5.0 | 0.5
- CO[C@H]1CN(C)C(=O)c2cc(NC(C)=O)ccc2OC[C@H](C)N(C(=O)c2ccccn2)C[C@@H]1C
    1.9 | -12.9[16.7 µM] | 2.3 | 3.5 | 2.0 | 5.2 | -0.7
- CCOc1ccc(CNC(=O)C(C)n2ccc3cc(S(=O)(=O)N4CCCC4)ccc32)cc1 (stereo not given)
    -6.0 | -0.8 | -2.8 | -1.0 | 1.4 | -1.0 | -1.8
- CC(Oc1ccccc1)C(=O)Nc1c2c(nn1-c1ccccc1)CS(=O)(=O)C2 (stereo not given)
    -6.3 | / | 4.4 | -0.7 | 3.1 | -2.2 | -1.4
- C[C@H](NC(=O)C[C@H]1CC[C@H](NC(=O)CN2CCOCC2)[C@@H](CO)O1)c1ccccc1
    ? | -10.2[16.7 µM] | 0.1 | -1.8 | -6.7 | 3.1 | 11.1
- COc1cccc(CN2CC(C(=O)NCc3cnn(C)c3)CCC2=O)c1 (stereo not given)
    0.1 | / | -3.8 | 3.1 | 2.7 | -5.3 | -1.2
- C[C@@H]1CN([C@@H](C)CO)C(=O)c2cc(NC(=O)Nc3ccc4c(c3)OCO4)ccc2O[C@H]1CN(C)S(=O)(=O)c1ccc(Cl)cc1
    -5.0 | -2.1[16.7 µM] | 4.9 | 3.8 | 6.8 | 1.2 | -1.5
- Cc1cccc(NC(=O)CSc2nc(N)c(NC(=O)c3ccccc3F)c(=O)[nH]2)c1
    -7.9 | -2.8 | 1.5 | 2.0 | 1.6 | 2.3 | 6.1
- CC1CCc2ccccc2N1C(=N)N(C)C (stereo not given)
    -3.6 | / | 2.4 | 3.2 | -1.3 | 1.2 | -1.6
- C[C@@H]1CN([C@H](C)CO)C(=O)c2cc(NC(=O)c3ccncc3)ccc2O[C@@H]1CN(C)S(=O)(=O)c1ccccc1
    -2.9 | 67.3[16.7 µM] | -0.2 | -3.3 | -5.6 | 1.4 | 1.2
- Cc1cc(C)n(/C(=C\N(C)C)C(=O)c2ccc(Cl)cc2)n1
    13.0 | 0.6 | 2.5 | -1.0 | 2.3 | -0.8 | 3.3
- Cc1ccc(C(=O)N/N=C2\CCc3ccccc32)c(C)c1
    14.3 | 7.1 | -5.2 | -1.0 | -1.6 | 0.6 | -7.3
- COc1ccc(C(CNC(=O)c2ccc(-c3ccccc3Cl)o2)N2CCCC2)cc1 (stereo not given)
    1.9 | / | -17.9 | 0.9 | 3.9 | 1.1 | -161.2
- Cc1noc(C)c1NC(=O)N[C@H]1CC[C@@H](CCNC(=O)C2CCCC2)O[C@H]1CO
    -3.8 | 2.9[16.7 µM] | 0.7 | 0.5 | -3.5 | 0.1 | 1.7
- Cc1nnc2ccc(N3CCN(c4cccc(C(F)(F)F)c4)CC3)nn12
    1.6 | -1.5 | -1.5 | 3.4 | -2.7 | 2.6 | -1.4
- Cc1ccccc1NC(=O)COC(=O)c1c[nH]c(=O)[nH]c1=O
    / | / | -1.2 | -0.5 | 3.2 | 0.9 | 0.5
- CCOP(=O)(OCC)/C(=C/N1CCCCC1)NC(=O)c1ccccc1
    3.6 | 1.6 | -5.5 | 4.2 | -3.1 | -1.8 | /
- COc1ccc(N2CCN(C(=O)CSc3nnc4nc(C)cc(C)n34)CC2)cc1
    -1.1 | -5.2 | 0.0 | -1.4 | -2.4 | -0.3 | -3.4
- O=C(NCc1ccccc1)c1ccc(CSc2ccccc2)o1
    -0.3 | -3.3 | -1.5 | -2.6 | 5.3 | 1.8 | 2.6

Complete entries, looked up by structure. Values in the order: DENV2 CPE rescue, miR122 inh, SIRT5 inh, CFTR F508del cor, ERp5 inh, ERAP1 inh, Casp6 inh
Shown for `O=C(NCc1ccccc1)c1ccc(CSc2ccccc2)o1` → -0.3, -3.3, -1.5, -2.6, 5.3, 1.8, 2.6
Shown for `Cc1cccc(NC(=O)CSc2nc(N)c(NC(=O)c3ccccc3F)c(=O)[nH]2)c1` → -7.9, -2.8, 1.5, 2.0, 1.6, 2.3, 6.1
Shown for `CC1CCc2ccccc2N1C(=N)N(C)C` (stereo not given) → -3.6, /, 2.4, 3.2, -1.3, 1.2, -1.6
Shown for `C[C@H](CO)N1C[C@H](C)[C@H](CN(C)Cc2ccc(C(=O)O)cc2)Oc2ccc(NC(=O)C3CCCCC3)cc2C1=O` → -1.1, -6.5[16.7 µM], -2.7, 2.2, -4.6, 0.7, 3.0

Source: PubChem BioAssay
